# RORg inh = ROR gamma (mouse) transcription inhibition. Drosophila S2 Gal4-RORgamma UAS-luciferase reporter, 20 h. Potency, µM (doses to about 53.6 µM), without a hit: at the highest dose activity change, negative = inhibition, most hits filed as inhibitors. hit rate 5.4% among 310,000. AID 2551; also: % is scaled to controls: 0 for no effect and ±100 for the full control effect; nearly all actives have a fitted effect of over 60% in size
# Target sequence (P51450 whole entry, looked up, the tested form may be a part): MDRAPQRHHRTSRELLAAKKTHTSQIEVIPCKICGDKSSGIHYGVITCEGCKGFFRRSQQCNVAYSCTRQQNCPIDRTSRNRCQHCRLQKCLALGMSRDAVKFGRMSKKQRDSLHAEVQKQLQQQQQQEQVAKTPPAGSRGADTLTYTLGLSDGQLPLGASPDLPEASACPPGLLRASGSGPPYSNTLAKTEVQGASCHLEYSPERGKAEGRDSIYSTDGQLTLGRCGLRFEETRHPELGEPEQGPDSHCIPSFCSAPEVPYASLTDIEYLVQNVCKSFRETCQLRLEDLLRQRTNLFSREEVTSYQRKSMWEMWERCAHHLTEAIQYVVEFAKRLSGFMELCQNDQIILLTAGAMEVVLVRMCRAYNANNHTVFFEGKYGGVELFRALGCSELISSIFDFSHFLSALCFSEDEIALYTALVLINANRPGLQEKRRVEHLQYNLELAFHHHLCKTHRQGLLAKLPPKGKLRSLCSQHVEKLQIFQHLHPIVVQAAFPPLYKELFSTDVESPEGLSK
#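 ROR gamma transcriptional activity was tracked as Gal4-UAS luciferase output in stably transfected Drosophila Schneider cells, with compound added 1 hr before 700 uM copper sulfate induction and a 20 hr ambient-temperature incubation.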
# MBNL1-CUG inh = MBNL1-poly(CUG) RNA binding inhibition. Q9NR56. Potency, µM (titrated, usually from 57.5 µM), for inactives: top-dose activity change, negative = inhibition, most hits filed as inhibitors. TR-FRET MBNL1-His/biotin-(CUG)12 binding, 665/545 ratio. hit rate 0.036% among 280,000; active = well fitted inhibition curve with a large enough effect in the signal ratio, with a control signal flat, not every such curve was filed as active; inconclusive = small, poorly fitted or top-dose-only effect, or effect the other way, or a change in a side signal; inactive = no such curve, though single readings can be large or run the other way; the % refers to the signal ratio; also: % is scaled to controls: 0 for no effect and ±100 for the full control effect
# Target sequence (Q9NR56 whole entry, looked up): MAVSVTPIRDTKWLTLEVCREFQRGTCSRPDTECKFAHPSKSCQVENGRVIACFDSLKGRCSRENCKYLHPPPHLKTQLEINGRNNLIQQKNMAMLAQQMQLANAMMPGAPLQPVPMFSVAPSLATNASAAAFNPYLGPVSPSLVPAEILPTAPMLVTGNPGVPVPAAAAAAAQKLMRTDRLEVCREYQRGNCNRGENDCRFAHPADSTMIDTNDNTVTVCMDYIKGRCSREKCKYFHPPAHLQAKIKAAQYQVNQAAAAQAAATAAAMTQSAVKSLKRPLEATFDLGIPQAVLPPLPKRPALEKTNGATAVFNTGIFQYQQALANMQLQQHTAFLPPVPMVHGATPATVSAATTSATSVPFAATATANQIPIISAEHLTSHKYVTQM
#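 Compounds (final 92 nM to 58 uM) are added to His-tagged MBNL1 and biotin-(CUG)12, then terbium anti-His antibody and streptavidin-XL665 (5 nM final). After 60 min at room temperature, the 665/545 nm ratio is read.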
# ELG1 genotoxic = genotoxicity induction in ELG1-luciferase HEK293T cells. HEK293T ELG1-luciferase reporter, luminescence, 16 h. Potency, µM (highest dose often 46 µM), for the others: top-dose activity change, positive = activation, actives largely listed as activators. hit rate 1.3% among 330,000; also: % of control where 0% means no effect; nearly all actives have a fitted effect of over 60% in size
#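 16 hr compound incubation (37 °C, 5% CO2) of HEK293T cells carrying luciferase-tagged ELG1; luciferase then measured by ONE-Glo luminescence after 30 min at RT.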
# BRCA1 expr act = BRCA1 expression activation. hit rate 1.1% among 380,000. Potency, µM (doses to about 46.1 µM), for inactives: at the highest dose activation, most hits filed as activators. MCF7-BRCA1-FFLuc reporter, luminescence, 48 h; response scale: scaled: vehicle 0%, 10 µM genistein 100%; also: nearly all actives have a fitted effect of over 80% in size; some results filed as inactive show a strong effect at the top dose
#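 48 h compound treatment of MCF7-BRCA1-FFLuc cells (phenol-red free MEM, 37 °C), then 15 min with luciferase substrate and luminescence imaging.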
# Rab9 prom act = Rab9 promoter activation; Huh7 Rab9 promoter-luciferase reporter, luminescence, 24 h; Potency, µM (doses to about 9.22 µM), inactives show top-dose activation, negative = inhibition, most hits filed as activators; hit rate 2.8% among 320,000; AID 485297; also: % of control where 0% means no effect; nearly all actives have a fitted effect of over 60% in size
#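 Stable Rab9-luc Huh7, 1500 cells/well, 2 h settle; cmpd in DMSO, 24 h, 37 °C/5% CO2; luciferase reagent 10 min RT; luminescence.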
# VP16 counter = inhibits Gal4-VP16 luciferase reporter, ROR gamma counter-screen; Drosophila S2 Gal4-VP16 UAS-luciferase, luminescence, 20 h; Potency, µM (series often up to 53.6 µM), for inactives: top-dose activity, negative = inhibition, most hits filed as inhibitors; hit rate 3.5% among 310,000; AID 2546;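 also: Gal4-VP16 expression switched on by copper sulfate through the metallothionein promoter; % is scaled to controls: 0 for no effect and ±100 for the full control effect; nearly all actives have a fitted effect of over 50% in size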
# NPC1 promoter act = activates the NPC1 promoter. Huh7 NPC1 promoter luciferase reporter, 24 h. Potency, µM (highest dose often 9.22 µM), for the others: at the highest dose activation, actives largely listed as activators. hit rate 2.4% among 320,000. AID 485313;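 also: % of control where 0% means no effect; nearly all actives have a fitted effect of over 60% in size; reporter is driven by a mutant NPC1 promoter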
#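 Quantitative HTS used a cell-based reporter: Huh7 cells stably bearing the NPC1 promoter upstream of luciferase were treated with compounds for 24 h, and promoter activation was read as luminescence.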
# CXXC DNA block = inhibitors of human MLL CXXC domain-DNA interaction | MLL-CXXC / FITC-HOXA9 DNA fluorescence polarization | Potency, µM (titrated, usually from 115 µM), without a hit: at the top dose activity change, negative = inhibition, usual class: inhibitors | hit rate 0.037% among 290,000 | AID 2662; active = well fitted inhibition curve with a large enough effect in the polarisation, with a control signal flat, not every such curve was filed as active; inconclusive = small, poorly fitted or top-dose-only effect, or effect the other way, or a change in a side signal; inactive = no such curve, though single readings can be large or run the other way; the % refers to the polarisation
#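 Steps: dispense CXXC domain solution (7 uM) → pin compounds or unlabeled HOX-A9 DNA control → 5 min ambient → add FLSN-HOX-A9 solution (50 nM) → spin → 30 min ambient → fluorescence polarization. Tris pH 7.5/NaCl/DTT/BSA buffer.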
# FLuc counter = counter-screen for miR-21 project: firefly luciferase inhibitors or activators; P08659; purified FLuc, Km substrates, luminescence inhibition; Potency, µM (top dose mostly 57.5 µM), for inactives: at the top dose activity change, negative = inhibition, usual class: inhibitors; hit rate 6.9% among 360,000; AID 588342;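 also: plate controls were vehicle for no effect and reference inhibitor for full effect; nearly all actives have a fitted effect of over 55% in size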
#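 Biochemical qHTS of compounds, final roughly 60 µM downward over six points, against 10 nM purified firefly luciferase using Km concentrations of substrates (10 uM D-luciferin, 10 uM ATP) in Tris acetate pH 7.5 buffer; luminescence output.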
# uPA generation = cell surface uPA generation inhibition; cell surface uPA generation assay, qHTS; Potency, µM (top dose mostly 38.3 µM), for the others: at the highest dose activity change, negative = inhibition, usual class: inhibitors; hit rate 0.31% among 330,000; AID 540303; active = well fitted inhibition curve with a large enough effect; inconclusive = small, poorly fitted or top-dose-only effect; inactive = no such curve, though single readings can be large or run the other way; tested in mouse RAW 264.7 cells; also: % is scaled to controls: 0 for no effect and ±100 for the full control effect; nearly all actives have a fitted effect of over 55% in size
# p53 reactivation = re-activators of mutant p53 | H1299 p53-A138V BP100-luciferase reporter, luminescence, 24 h | Potency, µM (doses to about 92.2 µM), for inactives: top-dose activity change, positive = activation, usual class: activators | hit rate 0.063% among 320,000 | AID 504706; also: % of control where 0% means no effect; nearly all actives have a fitted effect of over 45% in size
#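 p53-null H1299 cells stably carrying temperature-sensitive p53-A138V and a BP100-luciferase reporter were pinned with compounds (4-point, 1:5 series) and held 24 hrs at 37 deg C. Luminescence was read 10 min after detection reagent.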
# An asterisk follows results filed as active; u = inconclusive; x = not tested or not shown; [ ] = remark or other dose. Unless noted, calls follow the shape of the dose curve; as a rule, active = well fitted curve in the direction sought with a large enough effect; inconclusive = small, poorly fitted or top-dose-only effect, or another doubt; inactive = no such curve, though single readings can be large; an effect the other way counts as inactive or inconclusive. Potency is read from the fitted curve at half-maximal effect. Not all compounds are listed; count on the stated rates, not on these rows.
SMILES,RORg inh,MBNL1-CUG inh,ELG1 genotoxic,BRCA1 expr act,Rab9 prom act,VP16 counter,NPC1 promoter act,CXXC DNA block,FLuc counter,uPA generation,p53 reactivation
O=C(NCCCN1CCOCC1)c1ccc2c(c1)N(Cc1c(F)cccc1Cl)C(=O)c1ccccc1S2,u,1%,-3%,-19%,-1%,-12%,-7%,11%,2%,4.5µM*,0%
COc1ccc(N2CCN(C(=O)c3cccc(Cn4cc(Cl)cn4)c3)CC2)cc1,u,-1%,x,-2%,x,6%,x,-2%,-9%,-2%,x
Cc1csc2nc(CNS(=O)(=O)c3ccc(-c4ccccc4)cc3)cn12,45%,-16%,-5%,1%,1%,-27%,-9%,3%,3%,u,5%
Cc1cc(NC(=O)C2CCCN(S(=O)(=O)c3cnc[nH]3)C2)ccc1Br (configuration not stated),47%,5%,-8%,-19%,-1%,5%,1%,-23%,-11%,3%,-7%
CCOC(=O)CN1C(=O)C(=O)N(Cc2c(F)cccc2Cl)C1=O,-9%,1%,-10%,-26%,-3%,-20%,-5%,-12%,7%,8%,8%
COc1ccc(C2N=C(c3ccccc3)C(C)(C)N2O)cc1OC (configuration not stated),10µM*,-10%,2%,1%,4%,-17%,-1%,-1%,-2%,x,-3%
CCCCNC(=S)N(C)/N=C/c1sc(N2CCCCC2)nc1-c1cccs1,11µM*,x,-4%,x,-7%,-5%,1%,u,u,x,1%
O=C(O)COc1ccccc1/C=N/NC(=O)c1cc(-c2ccc(F)cc2)nc2ccccc12,-20%,u,0%,-38%,-4%,-14%,-3%,-8%,1.9µM*,-15%,-7%
Cn1c(N)c(C(=O)COC(=O)CCCOc2ccc(Cl)cc2Cl)c(=O)n(C)c1=O,24%,-7%,0%,17%,0%,7%,2%,6%,u,0%,1%
CCCCn1nc(C(=O)Nc2nc3c(s2)CCCC3)c2ccccc2c1=O,11µM*,2%,-2%,15%,-8%,u,-1%,1%,-11%,-3%,-3%
CC12CCC(C(=O)N(CSC(=S)N/N=C\c3ccccc3)C1=O)C2(C)C (configuration not stated),1.1µM*,2%,15%,1%,-4%,1.6µM*,-2%,-22%,-20%,-1%,19%
O=C(NCc1cccnc1)c1ccc(Cl)c(S(=O)(=O)N2CCCCCC2)c1,24%,-4%,-6%,-7%,-10%,-5%,-6%,2%,1%,9%,-6%
CN(Cc1ccccc1N1CCCC1)C(=O)c1cc2cc(Cl)ccc2o1,x,x,-3%,-36%,1%,x,1%,x,x,-7%,0%
CCN(CC)S(=O)(=O)c1cc(NC(=O)c2cc([N+](=O)[O-])ccc2N2CCOCC2)ccc1C,-12%,u,-11%,-43%,-1%,-1%,-2%,8%,1%,-4%,4%
CCOc1ccc(NC(=S)N(CCOC)C(C)c2ccco2)cc1 (configuration not stated),8.9µM*,0%,-1%,-4%,-4%,u,1%,13%,3%,0%,1%

# 2 entries from above, with bars between the fields.
Molecule | RORg inh | MBNL1-CUG inh | ELG1 genotoxic | BRCA1 expr act | Rab9 prom act | VP16 counter | NPC1 promoter act | CXXC DNA block | FLuc counter | uPA generation | p53 reactivation
CCN(CC)S(=O)(=O)c1cc(NC(=O)c2cc([N+](=O)[O-])ccc2N2CCOCC2)ccc1C | -12% | u | -11% | -43% | -1% | -1% | -2% | 8% | 1% | -4% | 4%
CCOc1ccc(NC(=S)N(CCOC)C(C)c2ccco2)cc1 (configuration not stated) | 8.9µM* | 0% | -1% | -4% | -4% | u | 1% | 13% | 3% | 0% | 1%

# Continuation.
SMILES,RORg inh,MBNL1-CUG inh,ELG1 genotoxic,BRCA1 expr act,Rab9 prom act,VP16 counter,NPC1 promoter act,CXXC DNA block,FLuc counter,uPA generation,p53 reactivation
Clc1ccc(CN2CCSCC2)c(Cl)c1,-6%,0%,-4%,-5%,-2%,2%,-3%,-1%,3%,5%,x
O=S(=O)(c1ccc(SCc2ccc(Br)cc2)nc1)N1CCCCC1,x,x,-2%,-21%,1%,x,0%,x,-1%,10%,0%
Cc1ccnc(SCC(=O)Nc2sc3c(c2C#N)CCCC3)n1,u,1%,-4%,-20%,-8%,7.1µM*,-12%,3%,-1%,9%,16%
CCc1ccccc1NC(=O)CSc1n[nH]c(-c2cccnc2)n1,9%,-2%,4%,-6%,2%,-5%,-4%,-1%,0%,-2%,0%
O=C(NCc1cccs1)c1ccccc1F,10%,1%,4%,28%,-1%,11%,2%,12%,-2%,2%,3%
CCOc1ccc(C(C)(C)C)cc1S(=O)(=O)n1nc(C)cc1C,u,-10%,1%,-14%,-8%,23%,0%,0%,2%,1%,-15%
Cc1ccc(-c2nc3s/c(=C\c4ccco4)c(=O)n3n2)cc1,5%,3%,-1%,-2%,4%,15%,-4%,2%,0.76µM*,7%,u
CCC(=O)N1CN(S(=O)(=O)c2ccc(C)cc2)CC1C (configuration not stated),-3%,-4%,2%,-1%,-2%,5%,7%,-7%,4%,-1%,0%
O=C(c1ccccc1)C1C(c2ccccc2)C1[N+](=O)[O-] (configuration not stated),u,9%,2%,-15%,0%,18%,1%,-12%,4%,-1%,-2%
CC(C)n1cc(C(=O)N2CCCC(Nc3ccc(F)c(F)c3)C2)cn1 (configuration not stated),24%,-3%,3%,51%,-1%,-1%,-4%,2%,u,12%,20%
CCOc1ccc(CCNc2ccc3nnc(-c4ccccc4)n3n2)cc1OCC,30%,-2%,3%,-22%,-4%,0%,-5%,0%,3%,15%,-6%
COc1ccc(C2c3cc(OC)c(OC)cc3CCN2C2CC(=O)N(c3ccccc3)C2=O)cc1OC (configuration not stated),-4%,-3%,7%,2%,-4%,1%,2%,-1%,-1%,x,0%
COCc1[nH]nc2c1C(c1cccc(OC)c1)C(C#N)=C(N)O2 (configuration not stated),4%[10 µM],-26%,0%,2%,5%,-3%,15%,3%,-6%,x,-2%
CC1CN(C(=O)CSc2ncnc3sccc23)CC(C)O1 (configuration not stated),19%,-11%,0%,1%,-7%,-1%[0.365 µM],1%,38%[activator],0%,3%,0%
COCCn1c(SCC(=O)N2CC(=O)Nc3ccccc32)nc2ccccc21,5%,x,-1%,-17%,-1%,3%,-2%,2%,1%,2%,-5%
CCn1cc(C(=O)N2CCn3c(nc4ccccc43)C2)c(=O)c2ccc(C)nc21,0%,-8%,-3%,-13%,-1%,-8%,-1%,-13%,1%,u,3%
CCOC(=O)CSc1cc(C(F)(F)F)nc(-c2ccccn2)n1,-20%,-3%,3%,13%,-3%,-2%,-7%,1%,0%,-2%,-4%
CCN(CC)CCN(C(=O)/C=C/c1cccs1)c1nc2ccc(F)cc2s1,-40%,-7%,0%,-31%,0%,-9%,-4%,-3%,0%,2%,3%
CN(Cc1cnn(C)c1)C(=O)C1CCC(=O)N(Cc2ccc(Cl)cc2)C1 (configuration not stated),-24%,-9%,-2%,-12%,-4%,-5%,0%,0%,4%,-3%,10%
COc1cccc(NC(=S)Nc2ccc(F)cc2)c1,16µM*,-2%,9%,19%,14%,u,-1%,7%,-1%,-1%,u
CCOc1ccccc1CN1CCC(Oc2cccc(C(=O)NCCOC)c2)CC1,-10%,-10%,-1%,-25%,-2%,3%,-5%,5%,4%,-7%,x
Cc1cc(OCC(F)(F)C(F)(F)C(F)(F)C(F)F)nc(N)n1,11%,-11%,5%,5%,-5%,6%,-5%,3%,17µM*,2%,10%
COC(=O)c1ccc(OCC2NCCc3cc(OC)c(OC)cc32)cc1 (configuration not stated),0%,-1%,-2%,-12%,-2%,6%,-5%,6%,2%,6%,-17%
Cc1ccc(S(=O)(=O)N2CCC(C(=O)C3C(=O)CCCC3=O)CC2)cc1,20%,-6%,2%,-14%,-2%,4%,-2%,0%,0%,1%,1%

# A section taken from the entries so far, as a working copy:
SMILES,RORg inh,MBNL1-CUG inh,ELG1 genotoxic,BRCA1 expr act,Rab9 prom act,VP16 counter,NPC1 promoter act,CXXC DNA block,FLuc counter,uPA generation,p53 reactivation
CCOc1ccccc1CN1CCC(Oc2cccc(C(=O)NCCOC)c2)CC1,-10%,-10%,-1%,-25%,-2%,3%,-5%,5%,4%,-7%,x
Cc1cc(OCC(F)(F)C(F)(F)C(F)(F)C(F)F)nc(N)n1,11%,-11%,5%,5%,-5%,6%,-5%,3%,17µM*,2%,10%
COC(=O)c1ccc(OCC2NCCc3cc(OC)c(OC)cc32)cc1 (configuration not stated),0%,-1%,-2%,-12%,-2%,6%,-5%,6%,2%,6%,-17%
Cc1ccc(S(=O)(=O)N2CCC(C(=O)C3C(=O)CCCC3=O)CC2)cc1,20%,-6%,2%,-14%,-2%,4%,-2%,0%,0%,1%,1%

# Screens: PubChem BioAssay, National Center for Advancing Translational Sciences (NCATS)
